Keap1 Nrf2 FP: Keap1-Nrf2 protein-protein interaction inhibitors, primary screen, biochemical, fluorescence polarization, single point; Kelch-like ECH-associated protein 1 (Homo sapiens), Q14145; Keap1 Kelch-Nrf2 peptide fluorescence polarization, 1536-well; inhibition, % at 9.4 µM; actives 0.15% (n = 340,000); in the data active means inhibition above about 12%;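 further: human Keap1 Kelch domain with fluorescein labeled Nrf2 9mer peptide probe; 0% = neutral control wells and 100% = peptide positive control; higher means more block of Keap1 binding to Nrf2 peptide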
DAGLB inhibitor: DAGLB lipase inhibitors, primary screen, biochemical, fluorescence, HTS. HEK293T DAGLB membrane lysate, EnzChek fluorogenic substrate. inhibition, % at 5.17 µM. actives 0.059% (n = 340,000); in the data active means inhibition above about 34%;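 further: 0% = enzyme with vehicle and 100% = wells lacking enzyme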
Target sequence (Q8NCG7 whole entry, looked up): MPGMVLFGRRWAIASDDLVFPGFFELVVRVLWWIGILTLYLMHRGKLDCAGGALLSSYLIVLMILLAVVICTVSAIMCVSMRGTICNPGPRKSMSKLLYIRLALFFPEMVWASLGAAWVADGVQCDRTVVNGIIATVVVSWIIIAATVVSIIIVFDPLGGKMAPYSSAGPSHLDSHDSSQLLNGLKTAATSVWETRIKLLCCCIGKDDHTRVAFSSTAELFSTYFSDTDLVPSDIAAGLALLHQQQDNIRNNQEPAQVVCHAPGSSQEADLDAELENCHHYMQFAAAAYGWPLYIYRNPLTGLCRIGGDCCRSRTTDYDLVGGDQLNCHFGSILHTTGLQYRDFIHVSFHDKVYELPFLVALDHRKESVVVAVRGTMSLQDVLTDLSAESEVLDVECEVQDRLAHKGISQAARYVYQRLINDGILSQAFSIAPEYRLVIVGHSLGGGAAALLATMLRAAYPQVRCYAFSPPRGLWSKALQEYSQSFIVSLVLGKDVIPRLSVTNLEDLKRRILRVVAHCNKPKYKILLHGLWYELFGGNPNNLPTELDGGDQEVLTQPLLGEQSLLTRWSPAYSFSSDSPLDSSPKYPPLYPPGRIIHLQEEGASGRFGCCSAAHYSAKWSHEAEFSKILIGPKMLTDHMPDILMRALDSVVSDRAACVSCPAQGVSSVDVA
SR-BI DiI inh: inhibitors of SR-BI mediated HDL lipid uptake, primary screen, ldlA[mSR-BI] cells, fluorescence, single point; actives 0.96% (n = 320,000); ldlA[mSR-BI] CHO cells, DiI-HDL uptake fluorescence, 3 h; Scavenger receptor class B member 1 (Mus musculus), Q61009; inhibition, % at 12.5 µM; AID 488896, 2010;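 active means mean replicate inhibition of at least 70% and a set share of replicates each scoring 70 or more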;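 further: 0% = median of neutral control wells and 100% = median of positive control wells; values of inactives mirror those of a sister screen read the other way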
NSD2 HMT inh: NSD2 histone methyltransferase inhibitors, primary screen, biochemical, AlphaScreen, single concentration, set 2. Histone-lysine N-methyltransferase NSD2 (Homo sapiens), O96028. NSD2 peptide methylation, 120 min. inhibition, % at 12.5 µM. actives 0.54% (n = 310,000). AID 743445, 2014; in the data active means inhibition above about 50%
C-LANA FP: inhibitors of KSHV C-LANA binding to DNA, primary screen, biochemical, fluorescence polarization, FAM-LBS DNA, MBP-C-LANA, single point. inhibition, % at 9 µM. actives 0.078% (n = 340,000). Kaposi's sarcoma herpesvirus LANA C-terminal domain (residues 932-1162) DNA binding;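 active means highest replicate inhibition at or above 60% at 9 µM, even if other replicates fall short; inactive means all replicates below 60% inhibition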;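 further: 0% = neutral control wells and 100% = 4 µM acridine orange control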
PvdQ inh: P. aeruginosa PvdQ acylase inhibitors, primary screen, biochemical, fluorescence, plate reader and imaging, single point; PvdQ acylase [Pseudomonas aeruginosa LESB58]; purified PvdQ acylase; inhibition, % at 10 µM; actives 0.063% (n = 340,000); AID 488965, 2010; in the data active means inhibition above about 30%, passing the limit was not always enough;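 further: 0% = vehicle neutral wells and 100% = reference inhibitor wells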
PKA-R2B activ: activators of PKA-R2B holoenzyme, primary screen, biochemical, fluorescence polarization, Cy5-IP20, human; cAMP-dependent protein kinase catalytic subunit beta (Homo sapiens) + cAMP-dependent …; PKA-R2B holoenzyme dissociation; R2B truncated from residue 108, S112A mutant; 0% DMSO only, 100% 113 µM cGMP; activation, % at 11.4 µM; actives 0.079% (n = 340,000);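 active means activation above a cutoff set at the mean over all compounds plus 3 SD, cut at about 18% in these data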;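 further: higher means more holoenzyme dissociation and a rise in polarization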
Target sequence (P31323 whole entry, looked up, other chains not shown, the tested form may be a part): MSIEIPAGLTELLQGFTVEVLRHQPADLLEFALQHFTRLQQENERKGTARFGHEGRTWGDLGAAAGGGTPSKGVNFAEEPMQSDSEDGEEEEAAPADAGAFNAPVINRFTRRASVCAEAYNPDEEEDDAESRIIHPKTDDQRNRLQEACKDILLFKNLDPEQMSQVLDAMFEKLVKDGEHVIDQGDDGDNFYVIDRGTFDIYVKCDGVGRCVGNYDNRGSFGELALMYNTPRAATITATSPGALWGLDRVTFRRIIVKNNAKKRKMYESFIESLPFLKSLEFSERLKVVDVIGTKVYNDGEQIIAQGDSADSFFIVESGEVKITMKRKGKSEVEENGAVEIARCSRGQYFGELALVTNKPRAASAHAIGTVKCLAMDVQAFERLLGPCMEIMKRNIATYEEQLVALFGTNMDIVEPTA
Arrestin-AP2 inh: inhibitors of beta-arrestin/AP2 binding, primary screen, biochemical, GPCR trafficking, flow cytometry; inhibition, % at 10 µM; AID 504490, 2011; actives 0.31% (n = 340,000); FITC-arrestin peptide / GST-AP2 beads; AP2 beta2 appendage carries R879A mutation; beta-arrestin 1 C-terminal peptide binding to AP2 beta2-adaptin appendage (human);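 active means inhibition above a set limit, near 3 SD of compounds lacking own fluorescence, cut at about 54% in these data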;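 further: plate controls were DMSO wells for no effect and 5 µM unlabelled arrestin peptide for full effect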
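system = GST-tagged AP2 beta2-adaptin appendage (R879A) on 4 µm glutathione beads | reagent = FITC-labelled arrestin peptide probe, 50 nM final | schedule = compound with beads 12 min RT, then probe 1 h RT | signal = HyperCyt-sampled flow cytometry, FL1 channel, ex 488/em 535 nm | read-out = percent response from loss of bead-bound FITC fluorescence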
RTF Ca sens inh: cardiac RTF calcium sensitivity inhibitors, primary screen, biochemical, IANBD-TnC fluorescence, EC70 calcium; IANBD-labeled cardiac RTF, Ca2+ fluorescence; actives 0.12% (n = 340,000); Troponin I, cardiac muscle (Homo sapiens) + Troponin T, cardiac muscle (Homo sapiens) + …; inhibition, % at 7.15 µM;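 active means inhibition above the mean inhibition of all tested compounds plus 3 SD, cut at about 17% in these data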;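 further: assay run at fixed EC70 calcium of 1.6 mM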
SR-BI uptake up: activators of SR-BI mediated DiI-HDL uptake, primary screen, ldlA[mSR-BI] CHO cells, DiI fluorescence; 3 h; 100 = double the neutral-control signal; AID 504775, 2011; actives 0.096% (n = 320,000); activation, % at 12.5 µM;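 active means mean replicate activation of at least 60% and every replicate at or above 60%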;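 further: 0% = median plate neutral-control signal and 100% = twice that signal; values of inactives mirror those of a sister screen read the other way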
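material = CHO ldlA[mSR-BI] cells | medium = Ham's F12 with 0.5% BSA, HEPES 25 mM, pH 7.4 | reagent = fluorescent DiI-HDL, 10 µg/mL final | compound dosing = single-point compound dose | incubation = 3 h, 37 °C | measured by = bottom-read fluorescence, 550/595 nm | measure = HDL uptake via cellular fluorescence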
An asterisk follows results filed as active; . = no result given.

SMILES	Keap1 Nrf2 FP	DAGLB inhibitor	SR-BI DiI inh	NSD2 HMT inh	C-LANA FP	PvdQ inh	PKA-R2B activ	Arrestin-AP2 inh	RTF Ca sens inh	SR-BI uptake up
CC(C)Sc1ccc([N+](=O)[O-])cc1C(=O)Nc1ccncc1	-3.8	2.8	.	2.9	-0.8	-14.1	-2.1	-8.0	-0.8	.
Cc1noc(C)c1-c1ccc2nc[nH]c(=O)c2c1	-7.8	2.5	-16.6	.	-0.7	-16.2	7.5	5.2	6.4	16.6
O=C(OCn1nnc2ccccc2c1=O)c1cc(-c2ccccc2)nc2ccccc12	-5.3	-1.4	7.8	20.4	0.6	-15.9	2.6	-5.2	-3.2	-7.8
CCOc1cc(/C=C2\C(=O)N(c3nc(-c4ccc(Br)cc4)cs3)N=C2c2ccccc2)ccc1O	0.3	33.2	35.8	.	1.1	-2.9	10.0	34.4	-3.6	-35.8
CCOC(=O)c1c(CSc2nc(C)cc(C)c2C#N)n(C)c2cc(Br)c(OC(C)=O)cc12	4.0	-1.1	64.6	-0.3	1.5	-5.5	7.9	-12.3	-1.8	-64.5
S=C(Nc1ccccc1)N1CCN(Cc2ccccc2)CC1	-6.1	0.5	-11.8	-0.3	0.0	-15.7	-8.1	-7.8	-16.4	11.8
CCOc1ccc(-n2c(C)nc3cc(C(=O)NCCN4CCOCC4)ccc32)cc1	4.6	0.7	22.1	0.0	0.2	9.2	-0.3	1.9	-4.4	-22.1
CC(C)(C)c1cc(C(=O)Nc2cccnc2)cc(C(=O)Nc2cccnc2)c1	-0.6	-8.2	47.0	1.1	-1.1	5.6	-3.0	61.0*	-12.4	-47.0
CCOc1ccc(NN=C(C(=O)OC)C(=O)OC)c([N+](=O)[O-])c1	2.7	2.4	32.3	-1.5	-0.3	-7.7	-4.3	15.0	-12.8	-32.3
c1ccc2c(Nc3ccc4c(c3)OCCO4)c3c(nc2c1)CCCC3	-3.1	3.1	12.5	10.3	-1.1	-1.1	-1.6	-7.8	-22.8	-12.5
CCN(CC)C(=N)/C(C#N)=N/Nc1ccc(C)cc1	3.6	3.0	0.1	2.3	-0.1	-7.3	6.4	6.7	-2.4	-0.1
CC(OC(=O)c1nsc(Cl)c1Cl)C(=O)NC1CCCCC1 (configuration not stated)	4.1	0.9	-7.1	4.6	-0.9	-1.9	-4.7	17.6	-5.5	7.1
CC(/C=N/n1c(-c2cc(C)[nH]n2)n[nH]c1=S)=C\c1ccco1	-4.5	-1.0	-22.7	.	1.9	-10.2	-2.1	0.2	1.1	22.7
Cn1c(SCc2ccc(Br)cc2)nc2ccccc2c1=O	6.0	-7.7	14.9	-0.3	-0.9	-9.3	-5.8	-2.8	1.4	-14.9
CC(C)n1nc(C(=O)Nc2cccc(S(=O)(=O)N3CCOCC3)c2)c2ccccc2c1=O	-2.8	-1.5	42.9	-0.5	-0.3	13.3	-7.6	25.9	3.0	-42.9
CCOc1ccc(S(=O)(=O)N(C)c2ccc(OCC(=O)Nc3ccc4[nH]c(=O)[nH]c4c3)cc2)cc1	1.3	-1.0	46.7	-6.8	1.2	-6.8	-5.2	-0.5	-4.0	-46.7
NC(=O)C1CCN(C(=O)Nc2ccccc2)CC1	-0.5	-0.8	-23.1	-3.2	0.5	-3.9	-4.7	24.9	-1.8	23.1
CCCNS(=O)(=O)c1ccc(OCC(=O)NCc2ccco2)cc1	2.2	0.6	15.1	11.7	-1.5	-8.8	-4.7	1.1	-1.6	-15.1
CC(C)(C)c1ccc(-c2nnc3sc(-c4ccccn4)nn23)cc1	1.6	-7.3	-15.8	.	0.1	-6.1	2.3	2.6	-5.6	15.8
CCn1cc(C(=O)O)c(=O)c2cc(F)c(N3CCN(C(=S)Nc4ccccc4OC)CC3)cc21	-3.3	2.7	.	2.3	-0.7	2.1	-13.1	32.0	-5.2	.
COc1cc(/C=C(\C#N)C(N)=O)ccc1OS(=O)(=O)c1ccc(C)cc1	-1.4	-3.8	-0.6	0.6	1.6	-2.7	0.6	10.8	-4.7	0.6
CS(=O)(=O)Nc1cccc(C(=O)CC2(O)C(=O)Nc3ccc(Br)cc32)c1 (configuration not stated)	-1.6	1.3	-4.5	-1.5	-0.7	-5.3	-3.3	17.1	-1.6	16.0
N#CC[C@H](Cc1ccccc1)N1CCN(Cc2ccccc2)CCC1=O	-4.4	-3.1	-27.8	.	1.1	-12.8	-2.3	7.5	-7.6	27.8
CCc1cc(=O)[nH]c(SCC(=O)N2CCCC2)n1	-2.7	-0.9	-9.5	2.1	0.8	-6.8	0.3	1.5	-2.8	9.5
Cn1c(CC(=O)Nc2ccc(Cl)c(Cl)c2)nnc1SCC(=O)Nc1nccs1	3.1	-1.7	4.0	-2.8	-0.2	-7.4	10.3	-1.9	-1.3	-4.0
CN(C(=O)CSc1nc2ccccc2c(=O)n1-c1ccccc1F)C1CCS(=O)(=O)C1 (configuration not stated)	-2.2	0.1	-14.6	-1.0	-2.1	12.9	-10.5	6.4	1.8	14.6
CCCc1nnc(SCC(=O)N2CCOCC2)n1CC1CCCO1 (configuration not stated)	0.3	-2.8	-11.6	39.6	1.3	-0.8	-6.1	40.5	-0.5	11.6
CCc1ccc(Nc2ccc(S(=O)(=O)N3CCOCC3)cc2[N+](=O)[O-])cc1	0.2	16.9	.	4.4	1.4	12.1	8.0	24.4	2.8	.
CSc1oc(-c2ccco2)nc1S(=O)(=O)c1ccccc1	-5.0	1.5	-6.3	.	0.1	-1.7	10.6	1.0	-5.2	6.3
O=c1[nH]cc(S(=O)(=O)Nc2ccc3c(c2)OCO3)c(=O)[nH]1	-3.9	2.2	-9.7	0.6	-0.1	-6.3	-7.4	4.0	-4.2	9.7

Of the compounds above, these contain an aryl methoxy group.
SMILES	Keap1 Nrf2 FP	DAGLB inhibitor	SR-BI DiI inh	NSD2 HMT inh	C-LANA FP	PvdQ inh	PKA-R2B activ	Arrestin-AP2 inh	RTF Ca sens inh	SR-BI uptake up
CCn1cc(C(=O)O)c(=O)c2cc(F)c(N3CCN(C(=S)Nc4ccccc4OC)CC3)cc21	-3.3	2.7	.	2.3	-0.7	2.1	-13.1	32.0	-5.2	.
COc1cc(/C=C(\C#N)C(N)=O)ccc1OS(=O)(=O)c1ccc(C)cc1	-1.4	-3.8	-0.6	0.6	1.6	-2.7	0.6	10.8	-4.7	0.6

Next part
SMILES	Keap1 Nrf2 FP	DAGLB inhibitor	SR-BI DiI inh	NSD2 HMT inh	C-LANA FP	PvdQ inh	PKA-R2B activ	Arrestin-AP2 inh	RTF Ca sens inh	SR-BI uptake up
Cc1ccc(Sc2ccc(CN3CCCCC3)cc2[N+](=O)[O-])cc1	-4.9	-6.3	13.7	10.8	-0.9	5.7	-6.4	1.8	1.9	-13.7
CC(=O)c1ccc(NC(=O)c2cnn3c(C(F)F)cc(C4CC4)nc23)cc1	-1.0	-3.5	1.0	0.0	-1.5	-2.2	-1.7	27.4	8.2	-1.0
CCC(C(=O)NCC1CCCO1)N(Cc1ccc(F)cc1)C(=O)CNS(=O)(=O)c1ccccc1 (configuration not stated)	-8.0	-2.2	-3.6	18.9	0.9	-17.1	4.5	-3.2	-9.1	3.6
O=[N+]([O-])c1ccc2nn(Cc3ccccc3)cc2c1	-7.2	1.2	-15.9	3.9	1.6	-3.0	-2.1	5.0	-9.7	15.9
CCCCNc1c(-c2ccc(-c3ccc(C(C)=O)cc3)c(OC)c2)nc2cc(C)ccn12	-5.2	-1.8	72.2*	.	-0.7	-6.1	-2.8	1.7	6.0	-72.2
Cc1nn(CC(=O)NCCN2CCOCC2)c(=O)c2ccccc12	2.2	-2.0	-4.3	-2.7	-0.2	-11.2	-2.2	1.9	-4.1	4.3
Cc1ccccc1NS(=O)(=O)c1ccc(OCC(=O)NCC2CCCO2)cc1 (configuration not stated)	-1.9	1.7	6.8	-1.0	-1.9	-11.4	3.5	-8.8	-2.1	-6.8
CC(Sc1ccccc1)C(=O)NCC(c1ccco1)N1CCCCC1 (configuration not stated)	-8.0	-3.0	-23.3	0.7	-0.5	-15.6	-10.5	3.8	-2.2	23.3
O=C(Nc1ccc2c(c1)Cc1ccccc1-2)c1ccccc1F	-3.5	-3.7	.	-4.1	-0.3	1.1	-13.5	10.5	-4.7	.
CC(C)Nc1nnc(SCC(=O)NCc2ccc3c(c2)OCO3)s1	-1.5	-2.1	-10.9	-3.1	1.6	-1.1	4.5	-3.7	2.8	10.9
CCn1c(NCc2ccccn2)nc2ccccc21	0.1	-7.1	-14.0	-2.7	-0.6	6.7	-5.2	11.8	4.8	14.0
NS(=O)(=O)c1cccc(NC(=O)COC(=O)Cn2cc(C(F)(F)F)ccc2=O)c1	-1.8	-1.0	29.7	-1.0	0.4	-17.4	-2.9	13.0	3.2	-29.7
COc1ccc(CCNC(=S)N2CCC(C(N)=O)CC2)cc1	-1.5	-1.8	.	.	-0.1	-15.3	1.3	-10.3	0.1	.
Cc1ccccc1CN1CCN(S(C)(=O)=O)CC1	-2.2	-3.9	-9.3	-1.9	-0.5	14.1	-9.9	20.3	-8.3	9.3
O=C(CNC(=O)c1ccc(Cl)c([N+](=O)[O-])c1)OCN1C(=O)c2ccccc2C1=O	.	3.5	19.9	-0.6	.	-18.9	-3.0	-12.8	-17.2	-19.9
CC(=O)N1CCN(CCN=CC2=C(O)CC(C)(C)CC2=O)CC1	-1.4	-0.2	-38.0	-1.0	-0.2	-13.7	1.3	4.2	-6.4	38.0
CCCCn1c(N)c(N(CC(C)C)C(=O)c2ccncc2)c(=O)[nH]c1=O	2.2	0.3	15.1	-2.0	-0.1	4.5	-1.2	4.4	-3.0	-15.1
O=C(c1ccccc1Br)N1CCCC(c2nc(-c3cccs3)no2)C1 (configuration not stated)	4.2	-0.4	-12.9	-1.3	-0.4	-5.0	-4.7	9.2	-0.7	12.9
O=C(Nc1cc2c(cc1Cl)OCCCO2)c1ccc(F)cc1	-0.6	-5.2	11.1	-5.3	0.9	-0.8	-9.8	3.8	2.1	-11.1

Assay outcomes: PubChem, several laboratories
